# GALR2 blocker = GALR2 antagonists in receptor-expressing cells, primary screen; Galanin receptor type 2 (Homo sapiens), O43603; inhibition, % at 4 µM; hit rate 0.39% among 140,000; antagonist mode; in the data active means inhibition above about 27%;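 further: cells stimulated with galanin 1-16 at roughly its EC80; 0% = agonist challenge control and 100% = basal control without agonist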
# Target sequence (O43603 whole entry, looked up): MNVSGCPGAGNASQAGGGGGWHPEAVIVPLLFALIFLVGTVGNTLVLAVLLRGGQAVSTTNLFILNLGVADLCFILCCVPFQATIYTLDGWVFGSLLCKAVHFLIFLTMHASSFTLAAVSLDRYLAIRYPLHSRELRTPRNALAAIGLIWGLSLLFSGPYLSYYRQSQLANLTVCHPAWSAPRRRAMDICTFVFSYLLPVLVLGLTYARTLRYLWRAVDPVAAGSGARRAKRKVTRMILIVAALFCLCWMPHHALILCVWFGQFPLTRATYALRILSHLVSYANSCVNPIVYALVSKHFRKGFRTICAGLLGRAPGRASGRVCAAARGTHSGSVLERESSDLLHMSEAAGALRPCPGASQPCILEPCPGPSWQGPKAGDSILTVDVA
# NPY Y2 blocker = NPY-Y2 receptor antagonists, primary screen, cell-based | Neuropeptide Y receptor type 2 (Homo sapiens), P49146 | NPY-Y2 expressing cells, antagonist mode | inhibition, % at 2.7 µM | hit rate 0.99% among 140,000; in the data active means inhibition above about 17%;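 further: 0% = vehicle with agonist challenge and 100% = reference antagonist with challenge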
# Target sequence (P49146 whole entry, looked up): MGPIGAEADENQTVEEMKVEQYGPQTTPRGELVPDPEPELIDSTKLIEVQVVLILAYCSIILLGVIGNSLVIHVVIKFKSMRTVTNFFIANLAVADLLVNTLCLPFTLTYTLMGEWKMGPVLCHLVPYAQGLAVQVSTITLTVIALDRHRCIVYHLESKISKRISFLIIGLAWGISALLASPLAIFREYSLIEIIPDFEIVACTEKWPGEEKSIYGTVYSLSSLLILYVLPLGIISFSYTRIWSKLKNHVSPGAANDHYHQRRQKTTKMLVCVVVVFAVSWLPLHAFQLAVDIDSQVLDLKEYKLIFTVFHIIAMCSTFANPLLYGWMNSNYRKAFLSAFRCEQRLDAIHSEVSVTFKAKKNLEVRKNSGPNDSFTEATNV
# HCT116 PTEN-null = growth suppression of PTEN-null HCT116, primary screen, cell-based, CellTiter-Glo; HCT116 PTEN-null viability, 60 h; hits give low values; viability, % at 10 µM; hit rate 1.2% among 140,000; AID 827, 2007;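 active means viability at or below a set limit, 4 SD under the median of all tested compounds, cut at about 3.7% in these data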;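 further: PTEN knockout HCT116 line with beta catenin targeted HCT116 as companion control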
# MRP-1 activ = H69AR viability gain despite doxorubicin, primary screen, MRP-1 activator project, H69AR cells, CellTiter-Glo. viability rescue. viability increase, % at 10 µM. hit rate 0.61% among 140,000. AID 799, 2007;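 active means viability gain under doxorubicin at or above a set limit, the compound median plus 3 SD, cut at about 4.7% in these data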;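 further: MRP-1 overexpressing cells given doxorubicin 25 µM after compound pretreatment; 18-22 h compound pretreatment then 72 h with doxorubicin before readout; 0% = doxorubicin-only wells and 100% = vehicle-treated cells without doxorubicin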
# Measles CPE = compounds protecting cells from measles virus cytopathic effect, primary screen, measles RdRp inhibitor project, single point, MLSMR library, absorbance; Measles virus-infected cells, CPE protection; protection (pct of control), % at 4 µM; hit rate 1.5% among 140,000; AID 841, 2007; in the data active means protection mostly above about 24%, no sharp cut-off; inactive means mostly below about 26%; further: some compounds called inactive have numbers as strong as hits
# Yeast growth inh = growth inhibitors of yeast BB579 in restrictive medium, primary screen, yeast lifespan-shortening project, S. cerevisiae; OD615, 48 h; inhibition, % at 10 µM; hit rate 0.51% among 140,000; AID 804, 2007;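 active means inhibition above a set limit, 3 SD over the mean compound inhibition, cut at about 44% in these data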; further: inactives centre near -24
#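 Assay system: S. cerevisiae DeaD strain BB579 yeast. Medium: CSMM-D restrictive synthetic medium containing dextrose (glucose). Times: 4 h cell preincubation, 48 h compound exposure, 30 °C humidified. Signal: OD615 turbidity measurement. Benchmarks: positive control amphotericin B 10 µg/mL.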
# Yeast life ext = compounds extending yeast replicative lifespan, primary screen, S. cerevisiae, OD615. hit rate 0.68% among 130,000. S. cerevisiae growth with nicotinamide; deaD strain in restrictive glucose medium. inhibition of the nicotinamide effect, % at 10 µM;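 active means inhibition above a set limit, placed 3 SD over the median of all compounds, cut at about 26% in these data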;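 further: 0% = nicotinamide-treated wells and 100% = cells grown without nicotinamide; some compounds called inactive have numbers as strong as hits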
#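 Buffer or medium: CSMM-D glucose medium, restrictive; test system: modified budding yeast, DeaD strain; compound: single dose 10 µM compound, 0.25% DMSO; schedule: culture preincubation 4 h, compound exposure 48 h, both 30 °C; detection: optical density (absorbance) at 615 nm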
# Phagocyt inh = inhibitors of macrophage phagocytosis, primary screen, imaging, J774A.1 cells, IgG beads. inhibition, % at 5 µM. AID 1029, 2008. hit rate 0.07% among 110,000. J774A.1 macrophage IgG-bead phagocytosis;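 active means inhibition above the mean of the plate negative controls plus 5 SD, cut at about 13% in these data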;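 further: phagocytic index as fraction of beads internalized from green versus red external bead signal; plate controls were DMSO negative control for no effect and cytochalasin-D positive control for full effect; some results beyond the cut were filed as inactive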
# E-sel TNF inh = E-selectin induction blockers in HUVEC – imaging, immunofluorescence, high content, primary screen | HUVEC TNFa-induced E-selectin immunofluorescence | inhibition, % at 2 µM | hit rate 0.71% among 120,000 | AID 1246, 2008;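 active means inhibition above the batch mean plus 3 SD, and confirmed as a hit on visual image review, cut at about 43% in these data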;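 further: 0% = TNF-stimulated DMSO wells and 100% = unstimulated control wells; not every result past the cut was called active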
# HCT116 bCat-KO = primary screen for growth suppressors in beta-catenin knockout HCT116 cells (colon tumor, human). HCT116 beta-catenin knockout viability, CellTiter-Glo, 60 h; hits give low values. viability, % at 10 µM. hit rate 1.5% among 140,000. AID 818, 2007;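 active means viability at or under a set limit, the compound median less 4 SD, cut at about 6% in these data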;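 further: 0% = Hyamine 1622 control at 20 µM and 100% = untreated cell control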
# Starred values were filed as active, the others as inactive; · = no result given. Compounds were not picked by outcome, and some 6.1% of all compounds hit somewhere here.
SMILES,GALR2 blocker,NPY Y2 blocker,HCT116 PTEN-null,MRP-1 activ,Measles CPE,Yeast growth inh,Yeast life ext,Phagocyt inh,E-sel TNF inh,HCT116 bCat-KO
COc1ccc(-c2csc(N3C(=O)C4C5c6ccccc6C(c6ccccc65)C4C3=O)n2)cc1 (configuration not stated),-6,0,90,-2.8,21,-25,-4,-10,23,93
O=C(NCCCN1CCN(Cc2ccccc2)CC1)C1CCN(c2nnc(-n3cccc3)s2)CC1,7,3,57,-1.3,10,1,-13,-1,·,62
COC(=O)c1ccc(CN(c2ccccc2OC)S(=O)(=O)c2cccs2)o1,-14,3,85,-0.8,21,-45,-4,·,-16,87
Cc1ccc(CNC(=O)C2CCN(S(=O)(=O)c3ccc4c(c3)OCCCO4)CC2)cc1,5,1,78,-0.7,10,-29,-3,-2,15,92
CCCSc1nnc(NC(=O)c2sc3nc(-c4cccs4)ccc3c2N)s1,38*,2,105,-0.5,6,-94,24,-1,·,95
CCNc1nc(NC(C)(C)C)nc(N(CC)n2cnnc2)n1,2,0,101,-0.9,4,-58,7,·,-6,106
COc1cccc2c(=O)n(CC(=O)NC3CCCCC3)ccc12,12,3,89,0.4,4,-47,-2,0,4,103
Cc1cc(NC(=O)/C=C/c2ccc(Cl)cc2)no1,9,1,77,-2.1,7,-21,-2,-4,·,84
Oc1c(C(Nc2ccccn2)c2ccccn2)ccc2cccnc12 (configuration not stated),16,-2,2.5*,-3.2,·,-49,-3,-1,-4,3.0*
C=C(C)Cn1c(CCn2c3ccccc3c3ccccc32)n[nH]c1=S,8,4,88,-3.4,24,-3,1,7,·,97
O=C(CSc1nnc(-c2ccccc2)n1-c1ccccc1)N1c2ccccc2Sc2ccccc21,11,3,87,-0.8,7,-30,-4,1,11,92
Cc1cc(N2CCC(N(C)C3CCCC3)CC2)nc2cc(O)ccc12,11,8,78,-3.5,8,-11,-4,0,-47,76
c1cncc(-c2nn3c(Cn4cnc5ccccc54)nnc3s2)c1,3,1,97,-2.1,4,-63,1,5,-13,100
O=C(Nc1ccc2c(c1)nc1n2CCSC1)c1ccco1,10,1,100,-0.6,13,-40,-1,1,·,106
O=C(NCCc1ccc(Cl)cc1)C1CCN(S(=O)(=O)c2cccs2)CC1,-12,0,67,-0.1,7,-43,-14,0,·,64
CCC1CCCCN1C(=O)CSc1nnc(-c2cccs2)o1 (configuration not stated),-5,3,93,-3.4,20,-19,-2,-1,-15,96
Cc1cccc(OCCCC(=O)NCc2ccco2)c1,-12,2,96,-1.4,6,-38,-20,-2,-59,101
COc1nc(Nc2ccc(O)cc2)nc(OC(C(F)(F)F)C(F)(F)F)n1,16,-1,75,-0.5,7,-53,-8,5,-22,85
O=S(=O)(Nc1ccc(N2CCCCC2)cc1)c1ccccc1,3,0,97,-2.0,5,-45,9,-4,·,94
CCOc1ccc(CCNC(=O)c2cccnc2N2CCCC2)cc1OCC,-5,-2,88,-2.8,12,-13,-4,·,-20,93
Cc1cc(C)c2[nH]c(=O)c(CN(Cc3cccs3)C(=S)NCC3CCCO3)cc2c1 (configuration not stated),3,9,80,1.4,6,-54,2,-3,·,77
O=C(COC(=O)c1c[nH]c(=O)[nH]c1=O)NCc1ccccc1,0,3,103,0.5,9,-15,-8,-1,-17,108
O=C(CSc1nnc(-c2cccnc2)n1Cc1ccco1)N1CCc2ccccc21,3,0,102,-0.5,3,-41,-8,0,20,98
NC(=O)c1ccc(N=Cc2ccc([N+](=O)[O-])s2)cc1,5,2,1.3*,-5.0,8,100*,-11,-2,·,1.6*
O=C(c1ccc(NC(=O)C2(c3ccccc3)CCOCC2)cc1)N1CCOCC1,2,5,92,-0.8,7,-26,-16,-1,-5,95
CCN(CC(=O)Nc1ccc(N2CCOCC2)cc1)Cc1nc2ccccc2c(=O)[nH]1,5,1,86,-4.0,18,-13,-10,·,20,74
CSCCC(NC(N)=O)C(=O)N(C)CC(=O)Nc1ccc(C)cc1 (configuration not stated),-12,1,91,-0.1,7,-29,-5,0,8,82
CCOC(=O)CCc1c(C)nc(SCCN2CCCC2)c(C#N)c1C,-6,1,96,0.3,5,-28,-7,0,22,91
CCOC(=O)N/N=C1\CCc2ccccc21,15,3,93,-0.4,15,-60,-2,-1,-1,94
C=CCn1c(CCCNC(=O)CCC)nc2ccccc21,0,3,95,-1.3,3,0,·,·,12,120
O=C1c2oc3ccc(Cl)cc3c(=O)c2C(c2ccco2)N1CCN1CCOCC1 (configuration not stated),5,-1,72,-4.4,1,-38,14,·,·,68
O=C1CCc2cc(S(=O)(=O)N3CCN(c4ccccc4F)CC3)ccc2N1,-8,3,86,-0.5,10,-8,-10,-2,-8,78
COc1ccc(C2CC(=O)C(C=NCCN3CCOCC3)=C(O)C2)cc1 (configuration not stated),3,3,102,0.8,4,-25,-3,·,13,91
CCOC(=O)c1cnc2ccc(OCC)cc2c1N1CCN(c2ccccc2)CC1,-25,17*,75,-5.5,20,-43,-1,0,-17,82
N=C1SC(c2ccccc2)C(=O)N1c1ncc(Cc2ccccc2Cl)s1 (configuration not stated),3,10,17,-4.8,5,-63,8,-10,13,23
CC1(C)C2CCC1(C)C(NC(=O)CCN1CCCCC1)C2 (configuration not stated),3,0,102,-0.4,4,-48,-9,-1,35,92
CCOc1ccc(OCCOCCn2ccnc2)cc1,1,3,97,-1.2,47,5,-7,-1,27,79
COc1ccc(Cl)cc1NC(=O)N1CCN(S(C)(=O)=O)CC1,-2,-1,96,-1.3,29,-36,-14,-2,-8,101
O=C(Nc1ccc2c(c1)OCCO2)c1ccccc1F,-7,5,82,0.2,5,-30,-13,1,4,92
O=C1CSC(=O)N1CCOCCN1C(=O)CSC1=O,0,0,89,-0.6,4,3,-10,2,1,87
CCc1cccc(NC(=O)Cn2cc3c(n2)CCCC3)c1,1,2,90,-2.3,6,-24,-4,·,·,84
O=C(Nc1nc(-c2ccccc2)c(-c2ccccc2)s1)c1ccc(S(=O)(=O)N2CCCCC2)cc1,25,0,73,-1.5,9,-28,4,0,14,75
O=C(CSC(=S)N1CCOCC1)N1N=CCC1c1ccccc1 (configuration not stated),-3,1,112,-2.4,35*,26,-6,-2,25,102
CCSc1ccccc1C(=O)N1CCN(c2ccccc2F)CC1,11,3,84,-2.9,15,-1,-12,-1,22,91
CCN(CC)S(=O)(=O)c1ccc(NC2c3ccccc3C(=O)N2c2ccc(C)cn2)cc1 (configuration not stated),-19,2,100,-0.9,0,4,-6,0,·,97
CN(/N=C/c1c[nH]c2ccccc12)c1cnn(-c2ccc(F)c(Cl)c2)c(=O)c1Cl,1,3,85,-1.9,24,-77,-6,0,20,87
C=CCNC(=O)CC(=O)N/N=C/c1cccc(Br)c1,-2,2,93,0.3,23,-28,6,·,3,93
CCOc1ccc(NC(=O)c2cnccn2)cc1,9,3,91,1.4,26,-39,·,·,7,99
Cc1cc(=O)n2[nH]c(-c3ccco3)nc2n1,-1,3,95,-1.1,8,-51,2,6,-40,94
COc1ccc(-c2nc(N)nc(C)c2Oc2ccccc2Br)c(O)c1,-1,2,19,-1.4,4,-3,-7,·,-14,25
CC(C)(Oc1ccc(Cl)cc1)C(=O)N/N=C/c1cn[nH]c1-c1ccccc1,11,6,84,-1.1,29,-27,-9,0,-9,92
COc1ccc(-c2noc(CN3CCN(c4ccccc4F)CC3)n2)cc1OC,-3,9,74,-1.9,27,-49,-8,-1,-13,77
CC[n+]1c(/C=C(/C)SC)sc2ccccc21,-8,2,39,2.8,15,-47,3,-9,-38,35
COc1cc(/C=C/C(=O)O)cc(S(=O)(=O)Nc2ccccc2SC)c1OC,7,1,105,-1.5,1,-2,-5,-6,-42,99
Cc1cccnc1NC(=O)Nc1ccc(F)cc1,9,6,110,1.7,0,-15,-10,2,-9,91
C[N+](C)(C)CCOP(=O)([O-])OC[C@H](O)CO,10,2,100,0.3,4,-16,1,·,-38,101
Cc1c(C(=O)c2ccc(Cl)c(Cl)c2)cnc2cc3c(cc12)OCO3,-4,6,80,-0.4,3,-24,·,·,-11,76
O=S(=O)(c1ccc(Oc2ccc(Cl)cc2)c(S(=O)(=O)N2CCCCC2)c1)N1CCCCC1,-3,2,82,-3.0,6,-10,-16,·,7,98
COc1ccc(NC(=O)c2oc3ccccc3c2NC(=O)C2CC2)cc1,-9,2,93,1.4,7,8,-20,0,-16,103
COc1ccc(S(=O)(=O)Nc2c(C)n(C)n(-c3ccccc3)c2=O)cc1,-2,2,101,-1.7,3,1,-10,0,-27,99

# More records.
SMILES,GALR2 blocker,NPY Y2 blocker,HCT116 PTEN-null,MRP-1 activ,Measles CPE,Yeast growth inh,Yeast life ext,Phagocyt inh,E-sel TNF inh,HCT116 bCat-KO
Cc1ccccc1NC(=O)CSCc1nc(N)nc(Nc2ccccc2C)n1,-7,2,98,-2.8,2,-12,6,-7,0,87
CCCCN(CC)C(=O)Cn1cnc2ccc(S(=O)(=O)N3CCC(C)CC3)cc2c1=O,-10,1,99,-1.6,9,-3,-1,-4,·,83
Cc1ccc(NC(=S)NC(=O)c2ccc(-c3ccccc3)cc2)c(C)c1,-17,5,96,0.5,9,-32,-6,-2,-11,90
Cc1ccc(OCC(=O)NCC(=O)n2nc(C)cc2C)cc1,3,0,103,-1.2,22,-27,-13,·,-11,95
Cc1cccc(N(CC(=O)NCC2CCCO2)C(=O)CCC(=O)Nc2cc(C)on2)c1 (configuration not stated),0,1,96,-1.9,18,-22,-2,-3,8,99
Cc1occc1C(=O)N1CCN(c2ncccn2)CC1,1,2,107,0.6,0,8,-13,-2,-27,104
CC(C)N1C[C@@]23C=C[C@@H](O2)C(C(=O)OCc2ccccc2)[C@H]3C1=O (some centres not stated),-8,1,96,-1.6,4,12,-19,0,-3,104
CCOc1ccc(NC(=S)NC(=O)c2c(Cl)c(C)nn2C)c([N+](=O)[O-])c1,3,7,95,-3.6,6,-51,-2,-4,3,88
C/C(=N/NC(=O)c1ccc(C)s1)c1cccc(NC(=O)COc2ccc(Cl)cc2Cl)c1,1,3,67,-1.1,18,-67,-13,1,-22,62
CCc1nnc(SCC(=O)Nc2ccc(N3CCOCC3)cc2)o1,-13,2,109,-1.1,17,-9,-10,0,·,105
Cn1c(=NC(=O)CCl)sc2ccccc21,6,1,5,-5.7,-1,14,3,·,18,5.1*

# Screening data: PubChem BioAssay, several laboratories
